# Screens (PubChem BioAssay)
# E-sel inducer: E-selectin induction on HUVECs; 260,000 compounds, 0.37% hits; HUVEC E-selectin immunofluorescence imaging; normalized: neutral wells 0, TNF-alpha wells 100; activation, % at 7.58 µM; AID 686992; P16581;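 active = mean E-selectin-positive cell signal at least 10% of the positive control, reached in at least 60% of replicates, without over 20% cell loss; inconclusive = no rule given, readout overlaps actives, possibly toxicity-flagged; inactive = the rest, including those meeting only one limit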;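 note: in these data hits start at about 27%; measured in HUVEC primary endothelial cells; signal is the percent of cells scored E-selectin positive by PE staining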
# Target sequence (P16581 whole entry, looked up): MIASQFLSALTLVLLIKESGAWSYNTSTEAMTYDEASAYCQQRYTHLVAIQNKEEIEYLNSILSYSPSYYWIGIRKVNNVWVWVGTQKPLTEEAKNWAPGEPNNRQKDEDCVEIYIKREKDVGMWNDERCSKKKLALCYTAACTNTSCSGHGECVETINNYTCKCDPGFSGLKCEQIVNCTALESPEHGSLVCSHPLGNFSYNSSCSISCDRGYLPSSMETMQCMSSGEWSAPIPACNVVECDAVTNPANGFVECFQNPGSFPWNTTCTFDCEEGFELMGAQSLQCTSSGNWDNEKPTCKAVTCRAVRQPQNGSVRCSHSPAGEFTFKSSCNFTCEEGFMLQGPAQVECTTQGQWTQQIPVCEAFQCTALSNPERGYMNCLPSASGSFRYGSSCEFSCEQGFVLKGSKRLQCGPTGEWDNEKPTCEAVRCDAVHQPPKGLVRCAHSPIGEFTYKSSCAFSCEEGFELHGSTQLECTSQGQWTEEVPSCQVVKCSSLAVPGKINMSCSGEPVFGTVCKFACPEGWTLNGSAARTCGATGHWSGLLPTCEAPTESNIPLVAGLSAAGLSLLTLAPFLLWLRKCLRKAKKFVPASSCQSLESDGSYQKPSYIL
#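 Test system: HUVEC | Signal: Immunofluorescence imaging | Read-out: Percent E-selectin-positive cells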
# PglD DTNB: blocks C. jejuni PglD acetyltransferase activity | purified PglD enzyme, DTNB colorimetric CoA detection | inhibition, % at 12.5 µM | 360,000 compounds, 0.098% hits | AID 602405; in the data active = inhibition above about 16%, passing the limit was not always enough; inconclusive = no clear call, values can overlap the other calls; note: strong numbers were not always called active
# CASP6 VEID inh: caspase-6 (human) enzyme inhibition; purified caspase-6, Z-VEID-R110 cleavage fluorescence; P55212; inhibition, % at 12.5 µM; 350,000 compounds, 0.53% hits;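 active = mean inhibition across replicates at least about 35%, with every replicate also reaching that limit, limit read from the data; inconclusive = only one of the two criteria met; inactive = neither criterion met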;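 note: 0% = median of neutral control wells and 100% = no fluorescence left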
# RAD54 branch: blocks human RAD54 Holliday junction branch migration; Q92698; FAM/BHQ fluorescence; inhibition, % at 10.4 µM; 360,000 compounds, 0.14% hits; AID 602329;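 active = mean normalized replicate activity at least 40 and at least half of replicates scoring 40 or more; inconclusive = only one of the two criteria met; inactive = mean below 40 and under half of replicates reaching 40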;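 note: 0% = median of neutral control wells and 100% = median of positive control wells; inhibitors cause a drop in the FAM fluorescence signal; in these data hits start at about 50%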
# RAD52 anneal inh: blocks human RAD52 DNA annealing; P43351; recombinant RAD52 DNA annealing, FRET fluorescence; inhibition, % at 18.7 µM; 360,000 compounds, 0.46% hits; AID 651710;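 active = every replicate showing at least 50% inhibition; inconclusive = mean inhibition at least 50% but not in every replicate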
# ERp5 inh: blocks human ERp5 reductase activity on insulin | ERp5 insulin aggregation, absorbance 650 nm, 90 min | inhibition, % at 9.99 µM | AID 651711 | 350,000 compounds, 0.05% hits;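 active = mean replicate inhibition above about 25%, with every replicate also reaching it, limit read from the data, passing the limit was not always enough; inconclusive = only one of those two criteria met; inactive = neither criterion met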
# Target sequence (Q15084 whole entry, looked up): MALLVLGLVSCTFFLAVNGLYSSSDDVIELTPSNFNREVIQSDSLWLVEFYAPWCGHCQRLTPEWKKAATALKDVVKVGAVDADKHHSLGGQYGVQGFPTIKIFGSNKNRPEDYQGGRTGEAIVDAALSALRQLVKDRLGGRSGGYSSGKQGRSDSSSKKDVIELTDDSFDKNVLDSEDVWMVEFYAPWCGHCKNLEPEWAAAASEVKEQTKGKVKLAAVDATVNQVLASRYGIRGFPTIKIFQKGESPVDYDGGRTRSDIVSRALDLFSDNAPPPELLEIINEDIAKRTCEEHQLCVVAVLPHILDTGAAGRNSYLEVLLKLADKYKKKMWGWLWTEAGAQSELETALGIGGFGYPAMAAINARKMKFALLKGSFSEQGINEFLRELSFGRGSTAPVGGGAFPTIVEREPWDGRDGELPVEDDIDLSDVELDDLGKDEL
# ARNT TACC3 PPI: disrupts binding between human ARNT and TACC3; Q9Y6A5; AlphaScreen His-ARNT PAS-B/GST-TACC3 binding, luminescence; TACC3 fragment carries E629A point mutation; inhibition, % at 9.99 µM; 390,000 compounds, 0.66% hits; AID 623870;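 active = mean inhibition of replicates at least 50% and at least half of replicates each reaching 50%; inconclusive = half or more replicates reach 50% but mean below 50%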;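 note: 0% = complete ARNT plus TACC3 wells and 100% = ARNT alone without TACC3; many hits fall short of the cut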
# esBAF inh: SWI/SNF esBAF complex inhibition; mouse ES cells, Bmi1-luciferase knock-in reporter, 24 h; 100% = twice the neutral-well signal; reporter increase, % at 12.5 µM; 350,000 compounds, 2% hits; AID 602393; in the data active = activation above about 40%; inconclusive = no clear call, values can overlap the other calls;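 note: 0% = median of the plate's neutral control wells and 100% = double that signal; a rise in the Bmi1 reporter signal indicates esBAF inhibition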
# * hit, by the source's call; i = inactive; ? = inconclusive; / = not tested or not shown; & = joins results of further samples.
SMILES,E-sel inducer,PglD DTNB,CASP6 VEID inh,RAD54 branch,RAD52 anneal inh,ERp5 inh,ARNT TACC3 PPI,esBAF inh
Cc1ccc(/C=C/C(=O)Nc2cc(C)on2)cc1,/,2,/,2,/,/,-1,25
COc1ccccc1C#Cc1ccc2c(c1)O[C@@H](CN(C)Cc1ccncc1)[C@@H](C)CN([C@@H](C)CO)S2(=O)=O,/,4,0,2,10,8,-7,9
O=C(N/N=C/c1cc(Br)ccc1O)C(c1ccncc1)N1CCOCC1 (stereo unspecified),0.8,3,/,11,/,/,58*,/
COc1cccc(S(=O)(=O)N2CCCCN3[C@H](CO)[C@H](c4ccc(C#CC(C)C)cc4)[C@@H]3C2)c1,-0.3,-4,-2,2,-21,-3,-4,/
O=C(NCCc1cccs1)C1CC(c2cccc(F)c2)=NO1 (stereo unspecified),-0.1,2,1,-3,-2,1,-4,-1
CCN(CC(=O)Nc1ccc(NC(C)=O)cc1)C(=O)c1oc2ccccc2c1C,0.4,5,-6,0,-4,0,/,-2
CC(C)N(CC(=O)Nc1ccc(Cl)cc1C(F)(F)F)C(=O)CCl,-0.2,/,-8,/,-9,5,4,/
O=C(O)C1CCN(S(=O)(=O)c2ccc(Oc3ccccc3)cc2)CC1,/,0,/,7,/,/,3,-7
CCOc1ccc(NS(=O)(=O)c2cc(OCC(N)=O)c(C)cc2Cl)cc1,-0.1,7,/,-9,/,/,6,/
O=C1CC(C(=O)N(c2cccc(F)c2)C(C(=O)NC2CCCC2)c2ccccn2)CS1 (stereo unspecified),/,1,/,-8,/,/,-1,-9
CC(C)Nc1ncnc2c1ncn2[C@H]1CN(Cc2cccs2)C[C@@H](CO)O1,-0.3,1,0,3,-4,0,/,-4
CCO[C@@H]1OC(C(=O)N2CCCCCCC2)=C[C@H](c2csc3ccccc23)[C@H]1CCCO,0.0,2,/,-7,/,/,31,1

# Of the compounds above, these contain a Cl atom.
SMILES,E-sel inducer,PglD DTNB,CASP6 VEID inh,RAD54 branch,RAD52 anneal inh,ERp5 inh,ARNT TACC3 PPI,esBAF inh
CC(C)N(CC(=O)Nc1ccc(Cl)cc1C(F)(F)F)C(=O)CCl,-0.2,/,-8,/,-9,5,4,/
CCOc1ccc(NS(=O)(=O)c2cc(OCC(N)=O)c(C)cc2Cl)cc1,-0.1,7,/,-9,/,/,6,/

# Continued.
SMILES,E-sel inducer,PglD DTNB,CASP6 VEID inh,RAD54 branch,RAD52 anneal inh,ERp5 inh,ARNT TACC3 PPI,esBAF inh
CCS(=O)(=O)N1CCCC(C(=O)NCc2cccnc2)C1 (stereo unspecified),/,0,/,5,/,/,4,6
O=C(CN1CCOCC1)N1CC[C@@H]2[C@H]1c1cc(-c3ccc(F)cc3)ccc1N[C@@H]2CO,-0.6,0,/,6,-18,-4,-7,-2
CCOc1cc(C(=O)N(C)Cc2cc3cc(OC)ccc3[nH]c2=O)cc(OCC)c1OCC,/,6,/,-13,/,/,-3,-7
O=C(/C=C/c1ccc([N+](=O)[O-])cc1)NCCc1ccc(F)cc1,0.5,/,1,/,-29,-6,5,/
COc1ccc(C2=CC3=C(Br)C(=O)C(C)(OC(=O)c4cccs4)C(=O)C3=CO2)cc1 (stereo unspecified),-0.2,-1,10,4,-55,1,-9,28
CC(=O)n1cc(/C=N/NC(=O)c2ccccc2O)c2ccccc21,-0.2,-5,0,4,-31,-5,31,?
CCCCCCCCN1C(=O)[C@H](CC(=O)N2CCCC2)C[C@@]2(C(=O)OC)CC(C)(C)CC=C12,-0.4,/,3,/,8,-6,/,/
O=C(CSc1nnc(CNC(=O)c2ccc(F)cc2)o1)NCCc1ccccc1,/,-1,4,2,-7,4,-1,1
NC(=O)c1nsc(C(=O)N(c2ccc(F)cc2)C(C(=O)NCC2CCCO2)c2ccc3ncccc3c2)c1N (stereo unspecified),/,-10,2,-10,-27,-1,5,1
CCN(CC)S(=O)(=O)c1ccc(-c2cn3cc(Cl)ccc3n2)cc1,/,-2,1,9,-6,1,-4,25
COc1ccccc1NC(=O)N(C)C[C@@H]1OCc2ccccc2-c2c(n(C)c3ccccc23)C(=O)N([C@H](C)CO)C[C@@H]1C,2.7,2,17,5,9,-2,/,11
O=c1[nH]c(=O)n(C2CC(O)C(CO)O2)cc1I (stereo unspecified),-0.5,/,1,/,4,-2,1,/
CCn1cc(S(=O)(=O)NCc2ccc3c(c2)OCO3)cn1,1.4,-5,6,0,1,3,-4,-1
CCc1cc2c(=O)c(-c3nc4ccccc4n3C)coc2c(CN2CCN(C)CC2)c1O,/,-4&-6,/,-2&-2,/,/,2&-26,-1&-1
O=C1COc2ccc(NC(=O)N3CCN(c4ccc(F)cc4)CC3)cc2N1,/,4,/,-1,/,/,-3,-4
O=C(NCc1cccc(C(F)(F)F)c1)C1C(=O)Nc2ccccc2C(=O)N1C1CCCC1 (stereo unspecified),0.2,/,0,/,-18,-4,/,/
CC(=O)Nc1ccc(NC(=O)c2ccccc2-n2cnnn2)cc1,-0.1,-2,2,4,-14,0,-7,-1
c1ccc2c(c1)COC(CN1CCCCC1)OC2,/,/,-2,/,-9,-3,-4,/
Cc1cc(=O)oc2cc(O[C@@H]3O[C@H](CO)[C@H](O)[C@H](O)[C@H]3O)ccc12,/,5,4,-24,-7,0,4,8
Cc1cc(C)c(NC(=O)c2ccc(CNS(=O)(=O)c3cc(C(F)(F)F)ccc3Cl)cc2)c(C)c1,/,/,-4,/,-11,-4,-26,/
Cc1ccc(S(=O)(=O)NCC(=O)N(CC(=O)NCc2ccco2)Cc2ccco2)cc1,4.5,-2,0,-17,-13,4,-1,-3
Cc1cc(NCCN2CCOCC2)n2c(nc3ccccc32)c1C#N,/,-2,/,7,/,/,-1,-2
CCN(CC)CCn1c2c(c(SCC(=O)NCc3ccccc3)nc1=O)CCC2,0.0,5,-6,11,-21,3,-21,-3
CCC1CCc2sc(C(=O)NNC(=S)NCC3CCCO3)cc2C1 (stereo unspecified),/,0,0,6,-10,-3,-5,6
Cc1cccc(OCCn2ccnc2)c1C,/,-4,0,-4,-13,1,-1,-2
Cc1ccc(F)cc1NC(=O)N1CCN(c2ccnc3cc(Cl)ccc23)CC1,-0.1,-8,-6,2,-18,1,3,/
CCOC(=O)CNC(=O)CSc1nc(Cc2ccccc2)nc2ccccc12,-0.1,-2,0,-1,0,2,-1,8
C=C(C)[C@@H]1CC[C@]2(C(=O)O)CC[C@]3(C)[C@H](CC[C@@H]4[C@@]5(C)CC[C@H](O)C(C)(C)[C@@H]5CC[C@]43C)[C@@H]12,0.3,3,/,-6,-5,-2,-4,0
COC(=O)c1scc(C)c1NC(=O)C1CCCCC1,/,-5,/,1,/,/,24,-7
O=c1c(-c2ccc(F)cc2)[n+]([O-])c2ccccc2n1OCc1ccccn1,/,0,2,-5,-2,3,-2,3
C[C@@H]1CN([C@@H](C)CO)C(=O)c2cccc(NS(=O)(=O)c3cccs3)c2O[C@@H]1CN(C)Cc1ccc(C(F)(F)F)cc1,-0.8,2,5,-18,-225,-2,21,3
COC(=O)c1ccccc1CSc1nsc(/C=C/N(C)C)c1C#N,/,7,37*,2,-17,2,-12,2
COC(=O)C1=C(C)N(Cc2ccccc2)C(=NCc2ccco2)N[C@H]1c1cccc(F)c1,0.0,-6,0,0,-19,-10,-3,-3
COc1ccc(Cl)cc1NC(=S)Nc1cccnc1,/,2,1,4,-20,-3,-2,-5
COc1cccc(OC)c1Oc1ccc(C(F)(F)F)cn1,/,8,-1,5,-3,3,-4,0
C=CCn1c(COc2ccc(CC)cc2)nnc1SC/C(O)=C(\C#N)c1nc2ccccc2[nH]1,/,-4,/,9,/,/,1,9
Cc1nn(-c2ccccc2)c(Cl)c1C(=O)NCC1CCCO1 (stereo unspecified),-0.8,0,7,7,-2,3,7,0
CCc1c(C)nc(SCC(=O)Nc2ccc(Br)cc2)[nH]c1=O,1.4,-2,0,5,-8,-5,-7,-8
NS(=O)(=O)c1ccc(NC(=O)/C(=C/c2ccncc2)NC(=O)c2ccccc2)cc1,0.6,0,2,8,3,-3,-16,1
CC(C)c1cn(CC[C@H]2CC[C@H](NC(=O)Nc3cc(Cl)cc(Cl)c3)[C@H](CO)O2)nn1,-0.2,-1,4,-5,2,0,-3,-4
Cc1ccc(S(=O)(=O)N2CCN(C(=O)CSc3nc4ccccc4o3)C2)cc1,/,-1,/,-3,/,/,1,-3
CCOCCOC(=O)C1=C(C)N(C)C(=O)NC1c1ccccc1F (stereo unspecified),/,2,1,-3,0,-2,3,4
CCN(C(=O)COC(=O)c1cc(S(=O)(=O)N2CCc3ccccc32)ccc1OC)C1CCS(=O)(=O)C1 (stereo unspecified),/,/,2,/,-26,-3,-2,0
Cc1cc(SCC(=O)NCC(c2cccs2)N2CCOCC2)c(C)cc1Br (stereo unspecified),/,1,-111,-10,26,-5,0,-7
CCCC1C(c2ccc(OC)cc2)C(C#N)(C#N)C2(C#N)CC1(N)NC2=O (stereo unspecified),/,-1,/,-7,/,/,11,-1
CC(/C=C/c1ccccc1)=N\NC(=S)NC(C)C,/,1,-1,-6,-8,-3,17,17
Cc1ccc(C(C(=O)NC2CCCC2)N2CCCCC2)cc1 (stereo unspecified),0.1,0,-1,-2,-7,-2,3,3
CCn1c(CCC(N)=O)nnc1SCC(=O)c1cc(C)n(C2CC2)c1C,/,-4,0,-19,-13,5,-5,-2
CN(C)CC(=O)N[C@H]1CC[C@H](CC(=O)NCc2ccc(Cl)cc2)O[C@H]1CO,0.2,7,-1,-16,15,1,-7,-4
CC(=O)c1cccc(NS(=O)(=O)c2cc3c(cc2C)N(C(C)=O)CCO3)c1,/,1,0,-2,-7,3,4,3
COc1ccc(C(=O)Nc2ccc(Cl)c(S(=O)(=O)N3CCOCC3)c2)cc1,-0.2,/,-2,/,-7,2,/,14
COc1ccc(C(=O)COC(=O)CCN=C2NS(=O)(=O)c3ccccc32)c(OC)c1,/,/,-1,/,-11,-2,-6,/
CC=Cc1ccc2n(c1=O)C[C@@H]1[C@@H](CO)[C@H](C(=O)NCCc3ccncc3)N[C@H]21 (mixture of isomers),-0.3,1,1,6,-10,3,9,3
CO[C@@H]1CN(C)C(=O)c2cc(NC(=O)c3ccno3)ccc2OC[C@H](C)NC[C@@H]1C,0.5,-1,1,-37,i,5,5,-4
CCOC(=O)Cc1csc(NC(=O)c2cccc(OC)c2)n1,/,0,/,3,/,/,-3,-8
COc1ccccc1-c1cnc2c(c1)C(=O)N([C@H](C)CO)C[C@@H](C)[C@@H](CN(C)C(C)=O)O2,0.1,1,-1,-2,22,1,-4,0
Cc1ccc(Nc2nc(N)c3ccccc3n2)cc1Cl,1.3,1,3,9,-11,0,1,-33
Cc1nc2ccc(Cl)cc2[nH]1,-1.4,1,2,2,-9,/,7,-2
COc1cccc(C(=O)NCC(=O)N/N=C/c2cccs2)c1,/,/,-4,/,5,5,-5,/
O=[N+]([O-])c1cccc(/C=N/NC2=NCCCCC2)c1,1.4,/,-2,/,-2,2,-6,/

# With a hit mark in ARNT TACC3 PPI (from the list above):
SMILES | PglD DTNB | CASP6 VEID inh | RAD52 anneal inh | ERp5 inh | ARNT TACC3 PPI | esBAF inh
O=C(N/N=C/c1cc(Br)ccc1O)C(c1ccncc1)N1CCOCC1 (stereo unspecified) | 3 | / | / | / | 58* | /
